High-throughput results from PubChem BioAssay.
HEK293 tox = HEK 293 cell cytotoxicity; HEK 293 viability, ATP luminescence (CellTiter-Glo), 48-72 h; AID 1345083; Potency, µM (doses to about 115 µM), inactives show at the top dose activity change, negative = cytotoxicity, hits mostly inhibitors; hit rate 6.6% among 94,000; also: potency is read from the fitted curve at half-maximal effect; nearly all actives have a fitted effect of over 60% in size
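qHTS cytotoxicity; HEK 293, 250 cells/well; compound pinned; 48 or 72 hr, 37 degree Celsius, 5% CO2, 95% humidity; CellTiter-Glo, 10 min RT; luminescence (ATP).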
IP6K1 inh = blocks human inositol hexakisphosphate kinase 1. Q92551. IP6K1 kinase, ADP-Glo luminescence, 2 h; stronger effect = lower value. activity change, % (series mostly up to about 58 µM). hit rate 0.81% among 140,000; in the data active = activity change below about -25%
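ADP-Glo luminescence measures ADP made by human IP6K1 during a 2 h RT reaction with ATP/IP6 (mix at 1.3 mM/130 uM); top library doses 57.5 and 19.1 uM final.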
GPT2 inhibitor = inhibitors of human GPT2 alanine aminotransferase. Q8TD30. Recombinant GPT2, coupled pyruvate oxidase/HRP Amplex Red fluorescence. Potency, µM (top dose mostly 57.7 µM), inactives show at the top dose activity change, negative = inhibition, most hits filed as inhibitors. hit rate 0.25% among 100,000. AID 1671188; also: potency is read from the fitted curve at half-maximal effect; nearly all actives have a fitted effect of over 60% in size; many of its hits are not listed in these tables
Target sequence (Q8TD30 whole entry, looked up): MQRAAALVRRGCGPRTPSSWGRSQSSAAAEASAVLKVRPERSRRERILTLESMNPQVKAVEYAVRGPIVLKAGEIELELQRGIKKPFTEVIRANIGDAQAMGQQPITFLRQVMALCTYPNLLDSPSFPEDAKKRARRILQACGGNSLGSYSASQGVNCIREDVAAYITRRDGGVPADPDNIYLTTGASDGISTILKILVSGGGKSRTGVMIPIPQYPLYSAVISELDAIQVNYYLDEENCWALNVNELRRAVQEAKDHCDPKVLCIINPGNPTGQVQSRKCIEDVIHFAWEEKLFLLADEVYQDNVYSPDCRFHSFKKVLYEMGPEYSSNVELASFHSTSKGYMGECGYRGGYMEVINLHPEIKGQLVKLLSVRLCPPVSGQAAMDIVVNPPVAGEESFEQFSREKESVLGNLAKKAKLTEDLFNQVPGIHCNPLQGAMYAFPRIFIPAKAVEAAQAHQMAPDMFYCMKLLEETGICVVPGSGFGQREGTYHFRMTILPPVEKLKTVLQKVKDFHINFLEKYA
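Inhibition is scored from Amplex Red fluorescence generated when pyruvate oxidase and HRP act on pyruvate released by GPT2. Reactions contain 10ng/uL enzyme, 250uM a-KG and 2mM L-alanine and run 30 min at room temperature.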
FLuc inh = inhibitors of firefly (Photinus pyralis) luciferase; P08659; purified P. pyralis luciferase, luminescence, biochemical; Potency, µM (highest dose often 115 µM), for inactives: at the highest dose activity change, negative = inhibition, usual class: inhibitors; hit rate 2.5% among 76,000; AID 1347043; also: potency is read from the fitted curve at half-maximal effect; nearly all actives have a fitted effect of over 65% in size
Target sequence (P08659 whole entry, looked up): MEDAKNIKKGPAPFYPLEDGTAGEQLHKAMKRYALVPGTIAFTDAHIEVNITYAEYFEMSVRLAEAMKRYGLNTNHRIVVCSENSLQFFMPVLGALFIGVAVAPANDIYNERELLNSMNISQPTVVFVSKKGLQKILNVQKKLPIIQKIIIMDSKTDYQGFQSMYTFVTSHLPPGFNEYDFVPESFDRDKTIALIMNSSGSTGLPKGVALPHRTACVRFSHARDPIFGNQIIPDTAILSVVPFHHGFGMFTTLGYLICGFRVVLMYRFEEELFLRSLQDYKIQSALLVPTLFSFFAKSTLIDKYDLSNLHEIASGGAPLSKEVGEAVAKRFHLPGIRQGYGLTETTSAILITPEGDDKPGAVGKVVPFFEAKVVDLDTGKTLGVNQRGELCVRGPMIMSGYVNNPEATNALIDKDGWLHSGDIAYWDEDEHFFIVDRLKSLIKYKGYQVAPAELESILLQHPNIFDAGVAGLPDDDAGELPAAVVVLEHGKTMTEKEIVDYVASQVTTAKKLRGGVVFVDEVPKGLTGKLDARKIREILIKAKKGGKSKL
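Luminescence read by CCD imaging after purified firefly luciferase (10nM final) was added to substrate buffer holding 10uM D-luciferin and 10uM ATP, pH 7.5, pre-dosed with compound.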
SNCA expr inh = inhibitors of alpha-synuclein (SNCA) gene expression; AID 1671194; Potency, µM (highest dose often 57.2 µM), inactives show top-dose activity change, negative = inhibition, actives largely listed as inhibitors; HEK-293 SNCA-luciferase knock-in, luminescence, 24 h; hit rate 0.17% among 140,000;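 also: potency is read from the fitted curve at half-maximal effect; plate controls were DMSO cells for no effect and cell-free wells for full effect; nearly all actives have a fitted effect of over 45% in size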
3T3 cytotox = kills NIH 3T3 cells; NIH 3T3 viability, CellTiter-Glo ATP luminescence, 48-72 h; Potency, µM (top dose mostly 96.7 µM), for the others: at the top dose activity change, negative = cytotoxicity, usual class: inhibitors; hit rate 4.3% among 94,000; AID 1345082; also: potency is read from the fitted curve at half-maximal effect; nearly all actives have a fitted effect of over 55% in size
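Mouse fibroblast NIH 3T3 cells, 400 per well, received compound via pintool and were incubated for 48 or 72 hr prior to CellTiter-Glo ATP luminescence measurement.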
SNCA viab count = counter-screen for SNCA expression inhibitors: cell viability. AID 1671193. HEK-293-SNCA-luc viability, GF-AFC fluorescence, 24 h. Potency, µM (highest dose often 57.1 µM), without a hit: at the highest dose activity change, negative = cytotoxicity, actives largely listed as cytotoxic. hit rate 0.12% among 150,000;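 also: potency is read from the fitted curve at half-maximal effect; 0% = DMSO-treated cells and -100% = medium-only wells without cells; nearly all actives have a fitted effect of over 30% in size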
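HEK-293-SNCA-luc cells (1500/well) plated 24 h, then exposed 24 h to a dilution series; GF-AFC added 30 min at 37C, fluorescence 405/540 nm; normalised to medium-only and DMSO wells, Hill fit.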
An asterisk follows results filed as active; i = inactive; ? = inconclusive; . = no result given; [ ] = another dose, or the depositor's remark. Unless noted, calls follow the shape of the dose curve; as a rule, active = well fitted curve in the direction sought with a large enough effect; inconclusive = small, poorly fitted or top-dose-only effect, or another doubt; inactive = no such curve, though single readings can be large; an effect the other way counts as inactive or inconclusive. Unless noted, % is scaled to controls: 0 for no effect and ±100 for the full control effect.

No.	Molecule	HEK293 tox	IP6K1 inh	GPT2 inhibitor	FLuc inh
1	CCn1c(=O)c(=O)n(CC)c2cc(N3CCCCC3)c(NC(=O)c3cccc(OC)c3)cc21	.	-8	.	.
2	Cc1cccc(C(=O)N2CCc3cc(CNC(=O)CSc4ccccc4)ccc32)c1	.	-14	.	.
3	CC(C)(C)c1ccc(C(=O)NCC(=O)OCc2cc(=O)n3nc(C4CC4)sc3n2)cc1	.	-13	.	.
4	O=C(CCc1ccccn1)N1CC[C@@H](N2CCN(c3ccccc3F)CC2)[C@H](O)C1	1%	-2	-4%	9%
5	Cc1nnc(N2CCC(C(=O)NC3CCC(C)CC3)CC2)c2nn(-c3ccc(Cl)cc3)c(C)c12 (centres undefined)	.	15	.	.
6	COc1ccc(Cl)cc1NC(=O)c1sc2nc(-c3ccc(OC)c(OC)c3)ccc2c1N	.	0	.	.
7	COc1ccc(C(=O)N[C@@H]2CCC[C@@H]2C(=O)NCc2cccc(C)c2)cc1	i	-9	2%	3%
8	COc1ccc(-n2c(SCC(N)=O)nc3c(oc4ccccc43)c2=O)cc1	.	-3	.	.
9	O=C(NC1CCN(C(=O)c2ccc(-c3cccs3)cc2)CC1)c1cccc(Cl)c1	?	18	i	.
10	O=C(CC1CCOC2(CCN(S(=O)(=O)Cc3ccccc3)CC2)C1)N1CCOCC1 (centres undefined)	1%	9	i	0%

No.	SNCA expr inh	3T3 cytotox	SNCA viab count
1	-22%	.	10%
2	-10%	.	4%
3	9%	.	-1%
4	-21%	2%	-4%
5	14%	.	-3%
6	6%	.	?
7	-6%	-3%	?
8	-10%	.	-14%
9	-14%	?	12%[12.5 µM]
10	-12%	5%	1%

Some of the entries so far, with one line to a screen:
3: CC(C)(C)c1ccc(C(=O)NCC(=O)OCc2cc(=O)n3nc(C4CC4)sc3n2)cc1
4: O=C(CCc1ccccn1)N1CC[C@@H](N2CCN(c3ccccc3F)CC2)[C@H](O)C1
5: Cc1nnc(N2CCC(C(=O)NC3CCC(C)CC3)CC2)c2nn(-c3ccc(Cl)cc3)c(C)c12 (centres undefined)
6: COc1ccc(Cl)cc1NC(=O)c1sc2nc(-c3ccc(OC)c(OC)c3)ccc2c1N

entry no.	3	4	5	6
HEK293 tox	.	1%	.	.
IP6K1 inh	-13	-2	15	0
GPT2 inhibitor	.	-4%	.	.
FLuc inh	.	9%	.	.
SNCA expr inh	9%	-21%	14%	6%
3T3 cytotox	.	2%	.	.
SNCA viab count	-1%	-4%	-3%	?

More entries follow.
No.	Molecule	HEK293 tox	IP6K1 inh	GPT2 inhibitor	FLuc inh
11	CC(=O)c1ccc(NC(=O)COc2ccccc2-c2nc(C)no2)cc1	.	36	.	.
12	Cc1nc(-c2cccc(Cl)c2)n(CC(=O)NCCCc2ccccc2)c(=O)c1CCO	?	-1	i	-8%
13	O=C(NCc1ccccc1)N1CCC(Oc2ncccc2C(=O)N2CCOCC2)C1 (centres undefined)	5%	22	i	12%
14	O=C(Nc1ccccc1)N[C@H]1[C@H](O)[C@@H](N2CCCC2)[C@@H]2OC[C@H]1O2	-6%[172 µM]	14	-8%[88.5 µM]	-11%[172 µM]
15	Nc1ncnc2c1c(-c1cccc(OCc3ccccc3)c1)cn2C1CC(CN2CCCC2)C1 (centres undefined)	.	-19	0%	.
16	COc1cccc(C(=O)N2CCC3(CC2)NC(=O)N(c2ccccc2)N3)c1	?	-5	?	11%
17	CC(C)(C)c1ccc(C(=O)Nc2ccc(C(O)[C@H]3COCC(=O)N3Cc3ccccc3)cc2)cc1 (some centres undefined)	?	22	-5%	11µM*
18	CCCN1CCOc2ccc(C(=O)NCc3ccccc3F)cc2C1	-25%	-2	i	7%
19	COCCNC(=O)C(NC(=O)c1ccccc1Cl)C1CCN(C(=O)c2ccccc2)CC1 (centres undefined)	-4%	-8	i	1%
20	CCOCc1cc(CN2CCN(c3cccc(Cl)c3)CC2)c(O)c2ncccc12	.	-3	.	.

No.	SNCA expr inh	3T3 cytotox	SNCA viab count
11	-10%	.	2%
12	?	?	?
13	1%	i	-1%
14	-12%[87.6 µM]	i	2%[87.6 µM]
15	6%	.	?
16	-24%	?	0%
17	-15%	22µM*	?
18	-9%	-6%	-3%
19	5%	5%	2%
20	?	.	-22%

Other results
No.	Molecule	HEK293 tox	IP6K1 inh	GPT2 inhibitor	FLuc inh
21	COc1cncc(CN2CCC3(CC2)OC(=O)N(Cc2ccccc2C#N)C3(C)c2ccccc2)c1 (centres undefined)	?	-10	2%	-7%
22	O=C(CC1CCCCC1)N1CCC(Cc2nc(-c3ccc(F)cc3)no2)CC1	?	0	3%	-9%
23	CC(C)CCN1C(=O)CC[C@]2(C(=O)N3CCN(C(C)C)CC3)CCCC[C@@H]12	-23%	4	i	1%
24	CNC(=O)[C@H]1CN(C(=O)c2cc(C)oc2C)[C@]2(C)C(=O)N(CC3CC3)c3ccccc3[C@H]12	-8%[57.5 µM]	8	i	.
25	CC(C)N1CCC(CC(=O)N[C@@H]2CN(S(C)(=O)=O)C[C@H]2CN(C)C)CC1	-18%	1	i	-9%
26	COc1ccc(-c2nc(C)nc3c2CCN(C(=O)c2ccccc2)CC3)cc1	-23%	5	i	-8%
27	CCOc1ccc(-c2cc(C(=O)N3CCN(c4cc(Cl)ccc4C)CC3)c3ccccc3n2)cc1	.	12	.	.
28	COc1ccc(CNC(=O)C(CC(C)C)NS(=O)(=O)c2ccc3c(c2)CCN3C(C)=O)cc1 (centres undefined)	.	12	.	.
29	CN(Cc1cn(-c2ccccc2)nn1)Cc1nccn1Cc1ccccc1	?	10	5%	4%
30	COC(=O)[C@@H]1Cc2ncn(Cc3ccc(Cl)cc3)c2CN1S(=O)(=O)c1ccc(OC)cc1	?	26	-41%	14%

No.	SNCA expr inh	3T3 cytotox	SNCA viab count
21	?	-8%	-16%
22	-21%	?	-2%
23	-5%	-19%	8%
24	-13%[25.6 µM]	?	2%[23.9 µM]
25	-3%	-14%	10%
26	0%	?	5%
27	15%	.	4%
28	-6%	.	-10%
29	13%	?	8%
30	-30%	?	-26%

Additional structures follow:
No.	Molecule	HEK293 tox	IP6K1 inh	GPT2 inhibitor	FLuc inh
31	O=C(Nc1cccc(C(=O)N2CCN(c3ccc(F)cc3)CC2)c1)c1nsc2ccccc12	.	14	.	.
32	CCOC(=O)C1CCN(C(=O)C2CCc3nnc(C4CCN([S+](=O)([O-])c5ccccc5Cl)CC4)n32)CC1 (centres undefined)	i	-5	i	.
33	Cc1ccc(C(=O)N2Cc3ccccc3OC3(CCN(C(C)C)CC3)C2)cn1	0%	-12	i	.
34	CC(=O)Nc1ccc(CN2CC3(Cc4ccccc4NC3=O)C2)cc1	2%	-7	i	.
35	COCCN1CCCC[C@]2(C[C@H](CO)[C@H](c3ccccc3)N2C(=O)c2cccc(OC)c2)C1=O	0%	0	.	.
36	Cc1noc(C)c1S(=O)(=O)N1CCC(C(=O)N2CCC(CCOc3ccc(F)cc3)C2)CC1 (centres undefined)	?	14	2%	-7%
37	Cc1ccc(CNC(=O)c2nnn3c2COC(c2ccc(C)cc2)C3)cc1 (centres undefined)	-25%	2	i	-1%
38	CCOC(=O)c1cc(NC(=O)c2ccc(C)cc2)c(=O)n2c1oc1ccc(Cl)cc12	.	10	.	.
39	O=C(CN1CCCC1=O)NC1CCN(Cc2ccccc2)CC1	4%	0	i	-4%
40	CC(C)n1c(C2CCN(C(=O)Cc3c[nH]c4ccccc34)CC2)nn(C)c1=O	i	-9	4%	2%

No.	SNCA expr inh	3T3 cytotox	SNCA viab count
31	-44%	.	-6%
32	-8%	-14%	3%
33	-5%	-13%	11%
34	-21%	i	-1%
35	.	?	.
36	-2%	?	-6%
37	15%	-21%	6%
38	-24%	.	16%
39	6%	5%	7%
40	-2%	-18%	-3%

Following part:
No.	Molecule	HEK293 tox	IP6K1 inh	GPT2 inhibitor	FLuc inh
41	CCOC(=O)N1CCN(C(=O)c2ccc3c(c2)N(Cc2cc(C)ccc2C)C(=O)c2ccccc2S3=O)CC1 (centres undefined)	.	21	.	.
42	CC(=O)Nc1ccc(NC(=O)c2ccc(COc3ccc(Cl)cc3Cl)o2)cc1	.	6	.	.
43	COc1ccccc1NC(=O)C1CCN(c2cnccn2)CC1	.	25	.	.
44	O=C1c2oc3ccccc3c(=O)c2C(c2ccc(O)cc2)N1Cc1ccc2c(c1)OCO2 (centres undefined)	.	-8	.	.
45	O=C1CCC2(CCN1CC1CC1)CCN(S(=O)(=O)c1cccnc1)CC2	-8%	0	-4%	6%
46	CCOc1ccccc1NC(=O)C1CCCN(c2ncnc3onc(-c4ccc(F)cc4)c23)C1 (centres undefined)	.	-2	.	.
47	Cc1ccc(N2CC(c3nnc(Cc4ccccc4Cl)o3)CC2=O)cc1 (centres undefined)	.	10	.	.
48	COCCOC1CCN(C(=O)Cc2cccc(F)c2)CC1	-2%	20	-6%	2%
49	Cc1ccc(C(=O)N2CCCCCCNC(=O)[C@@H]3C[C@@H](c4nc(C(C)C)no4)C[C@@H]32)s1	?	16	-18%	-9%
50	CCCN1Cc2cccc(C(=O)Nc3ccccc3F)c2C1=O	.	-3	.	.

No.	SNCA expr inh	3T3 cytotox	SNCA viab count
41	?	.	-26%
42	15%	.	1%
43	?	.	-7%
44	6%	.	-8%
45	-13%	-13%	0%
46	1%	.	4%
47	-4%	.	-3%
48	37%[activator]	i	-5%[12.5 µM]
49	6%	-28%	4%
50	5%	.	10%

Other compounds
No.	Molecule	HEK293 tox	IP6K1 inh	GPT2 inhibitor	FLuc inh
51	COc1ccc(-c2cc(N3CCC(NC(=O)c4ccccc4F)CC3)n[nH]2)cc1	?	16	-18%	-5%
52	O=C1Nc2cnccc2C2(CCN([S+](=O)([O-])c3cccc(C(F)(F)F)c3)C2)O1 (centres undefined)	?	12	i	-3%
53	Cc1cc(C)c2c(=O)cc(C(=O)Nc3sc4c(c3C#N)CCCC4)oc2c1	.	0	.	.
54	CCc1ccc(C(=O)N2CCC3(CC2)N(c2ccccc2)C(=O)CS3(=O)=O)cc1	i	-2	?	3%
55	Cc1ccc(C2c3[nH]c4ccccc4c3CCN2C(=O)CSCc2ccc(F)cc2)cc1 (centres undefined)	.	11	.	.
56	Cc1cc(C)c2c(=O)nc(SCc3ccccc3C)n(C3CC3)c2n1	.	28	.	.
57	COc1cccc(/C=C/c2nc(C#N)c(NC3CCCCC3)o2)c1	.	18	.	.
58	O=C(NC1C[C@H]2CC[C@@H](C1)N2C(=O)Cc1ccsc1)c1ccc(F)cc1 (some centres undefined)	i	-3	-14%	-4%
59	COCCN1C(=O)CC[C@]2(C(=O)N3CCN(CC(C)C)CC3)CCCC[C@@H]12	i	-5	-4%	1%

No.	SNCA expr inh	3T3 cytotox	SNCA viab count
51	-10%	?	-5%
52	-1%	?	1%
53	-16%	.	2%
54	-3%	-8%	?
55	?	.	7%
56	20%	.	6%
57	-18%	.	?
58	-12%	-5%	-6%
59	10%	-4%	-12%
